# High-throughput results as filed in PubChem.
# HEK293 NOD2/NF-kB: NOD2 signaling inhibitors, cell-based, luminescence, uHTS, HEK293 (AID 1566); one-dose inhibition, % at 4 µM; EC50 in µM for titrated hits; HEK293 NOD2/NF-kB luciferase reporter, luminescence; higher % means a stronger effect; hit rate 0.63% among 290,000; also: many of its hits are not listed in these tables
# M17LAP inhibition: P. falciparum M17LAP inhibitors, primary screen, biochemical, fluorogenic H-Leu-NHMec substrate, 1536-well (AID 1619) | recombinant M17LAP, H-Leu-NHMec fluorogenic kinetic assay; higher % means a stronger effect | inhibition, % at 30 µM; hits with a dose series show IC50 in µM | hit rate 0.38% among 220,000;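 active = compound inhibiting the enzyme by more than half at any dose during confirmatory dose-response retesting; inconclusive = strong single-dose inhibitors picked by rank but not retested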;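 also: plate controls were full reaction with DMSO carrier for no effect and no enzyme background for full effect; strong numbers were not always called active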
# ER stress rescue: rescue of cells from ER stress-induced death, primary screen, 384-well, CSM14.1, thapsigargin, ATP luminescence (AID 1222). CSM14.1 thapsigargin-induced death rescue, ATP luminescence; higher % means a stronger effect. one-dose cellular ATP content (survival), % at 20 µM; EC50 in µM for titrated hits. 190,000 tested, under 10 active;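 active = EC50 below 50 µM in the dose-response confirmation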;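 also: death triggered by thapsigargin at about 15 µM added after 2 h compound pretreatment; cell ATP read after overnight thapsigargin exposure of roughly 18 to 22 hours; normalized against plate controls of thapsigargin alone and 5% DMSO vehicle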
# LYP inhibition: inhibitors of LYP phosphatase, biochemical, fluorescence intensity, uHTS (AID 1779); inhibition, % at 11.5 µM, or IC50 in µM where a hit was titrated; hit rate 0.054% among 290,000; recombinant LYP phosphatase, fluorescence intensity; higher % means a stronger effect; Tyrosine-protein phosphatase non-receptor type 22 (Homo sapiens);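 also: plate controls were vehicle with enzyme for no effect and no enzyme for full effect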
# AID2073: inhibitors of Mint1-CaV2.2 protein interaction, biochemical, HTRF (AID 2073) | HTRF protein-protein interaction, Mint1-CaV2.2; higher % means a stronger effect | hit rate 0.19% among 290,000 | Voltage-dependent N-type calcium channel subunit alpha-1B (Homo sapiens) | inhibition, % at 20 µM, or IC50 in µM where a hit was titrated; in the data active = inhibition mostly above about 51%, no sharp cut-off; inconclusive = no clear call, values can overlap the other calls; inactive = mostly below about 53%; also: some results filed as inactive read as strong as hits
# XIAP displacement: XIAP antagonists, biochemical, IAP family, fluorescence polarization (AID 1018); hit rate 0.007% among 200,000; E3 ubiquitin-protein ligase XIAP (Homo sapiens); one-dose displacement, % at 20 µM; IC50 in µM for titrated hits; XIAP BIR domain, fluorescence polarization peptide displacement; higher % means a stronger effect; in the data active = displacement above about 50%; also: a part of the inactive calls stands beside numbers as strong as those of hits
# Hep lipid drop: inhibitors of hepatocyte lipid droplet formation, primary screen, imaging, high-throughput imaging, BODIPY stain | AML12 mouse hepatocytes, oleate lipid droplets | hit rate 0.4% among 240,000 | inhibition, % at 6.5 µM;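 active = lipid droplet intensity inhibited by at least 50%, with more than 500 cells counted; inconclusive = wells with under 300 cells, treated as cytotoxic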
#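 Assay system: AML12 hepatocytes (mouse) / Also added: 100 µM oleic acid challenge / Times: overnight treatment with compound plus oleate / Detection: high-content imaging of BODIPY-stained droplets and DAPI nuclei / Evaluation: % inhibition of lipid droplet signal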
# P. falciparum M1AAP: P. falciparum M1AAP inhibitors, biochemical, fluorogenic H-Leu-NHMec substrate, 1536-well (AID 1445); recombinant M1AAP, H-Leu-NHMec fluorogenic kinetic assay; higher % means a stronger effect; inhibition, % at 30 µM; hits with a dose series show IC50 in µM; Aminopeptidase N (Plasmodium falciparum (isolate 3D7)); hit rate 0.42% among 220,000;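 active = primary inhibition above the hit cutoff, then over 50% inhibition at one or more dose response concentrations, cut at about 23% in these data, passing the limit was not always enough; inconclusive = conflicting primary data, or primary hits not chosen for dose response; inactive = low primary inhibition, or under 50% at every dose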;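 also: plate controls were DMSO full reaction for no effect and no enzyme background for full effect; strong numbers were not always called active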
# Siah-1 displacement: Siah-1 peptide-binding antagonists, primary screen, biochemical, fluorescence polarization, rhodamine-plectin, uHTS (AID 1817). hit rate 0.02% among 290,000. displacement, % at 20 µM, or IC50 in µM where a hit was titrated. Siah-1 / rhodamine-plectin peptide fluorescence polarization; higher % means a stronger effect;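 active = displacement of at least 50% at 20 µM, with a fluorescence ratio check between 0.3 and a set limit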;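 also: plate controls were Siah plus tracer with DMSO for no effect and tracer alone without Siah for full effect; strong numbers were not always called active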
# Hep lipid drop cells 6.5 µM: second read-out of Hep lipid drop, no call of its own (marks repeat the call); cell count; measured here: cell count, cytotoxicity flag;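 cells counted across two imaged fields per well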
# * = called active by the depositor; ? = inconclusive; / = no result given. Rule as the data show it, unless noted: active = inhibition above about 50%; inactive = the rest. Only part of the results is shown; count on the stated rates, not on these rows.
SMILES,HEK293 NOD2/NF-kB,M17LAP inhibition,ER stress rescue,LYP inhibition,AID2073,XIAP displacement,Hep lipid drop,Hep lipid drop cells 6.5 µM,P. falciparum M1AAP,Siah-1 displacement
COc1ccc(-n2cc(-c3ccccc3)c3c(N4CC(C)OC(C)C4)ncnc32)cc1 (stereo unspecified),2%,4%,-16%,5%,20%,-6.0%,28,729,14%,22%
CCn1cc(C(=O)N[C@H](C(=O)NCCCn2ccnc2)C(C)C)c(=O)c2cc3c(cc21)OCO3,11%,/,/,-7%,9%,/,-2,702,/,-4%
Cc1cc(=O)[nH]c(N2CCN(C(c3ccccc3)c3ccccc3)CC2)n1,-8%,6%,-5.6%,13%,-10%,1.6%,0,753,6%,-1%
CCOCCn1c(SCCc2ccccc2)nc2c1c(=O)[nH]c(=O)n2C,3%,12%,-1.4%,1%,-3%,-7.2%,8,595,5%,7%
c1ccc(OCc2nn3c(-c4ccccn4)nnc3s2)cc1,-7%,0%,0.0%,-3%,-10%,-9.0%,/,/,5%,-2%
COc1cccc(-n2c(-c3ccccc3)c[nH]c2=S)c1,0%,/,/,-6%,-27%,/,16,739,/,2%
O=C(CN1CCN(S(=O)(=O)c2ccccc2)CC1)Nc1ccc(Cl)c(Cl)c1,25%,-10%,-3.3%,-3%,-4%,-1.2%,-1,754,9%,-2%
COc1ccc(OCC(=O)NC2CCCN(Cc3ccc(Cl)cc3)C2)cc1 (stereo unspecified),-14%,/,/,-3%,10%,/,-10,778,/,-4%
CCCCCNC(=O)c1c[nH]c2ccc(S(=O)(=O)N3CCC4(CC3)OCCO4)cc2c1=O,-2%,-8%,-1.8%,-4%,12%,3.9%,-29,711,-4%,7%
O=C1CC(Sc2ccc(Cl)cc2)C(=O)N1c1ccc2c(c1)OCCO2 (stereo unspecified),-7%,0%,/,-10%,-2%,/,2,709,-2%,-7%
CCOc1cc(C(=O)CCC(=O)OCC(=O)Nc2ccc(C)c(S(=O)(=O)N(C)C)c2)ccc1O,12%,1%,-1.3%,-8%,-10%,-5.5%,-21,578,3%,8%
CSc1nc(C)c(CCOCc2ccc(F)cc2)c(=O)[nH]1,11%,1%,-0.9%,1%,-4%,-7.0%,-43,667,-3%,0%
O=c1[nH]n(Cc2ccccc2)c2ccccc12,9%,/,/,-9%,13%,/,-4,816,/,0%
Cc1ccc(S(=O)(=O)N(Cc2n[nH]c(=S)n2-c2ccccc2)c2ccccc2)cc1,4%,4%,/,-3%,-22%,/,-24,601,0%,0%
CN(C)CCNC(=O)C1CC(=O)N(c2ccc(F)c(Cl)c2)C1 (stereo unspecified),-7%,-2%,-1.1%,-7%,-2%,-3.7%,-9,807,0%,-7%
CN1CCN(S(=O)(=O)c2ccc(NC(=S)NC(=O)c3ccccc3)cc2)CC1,8%,14%,-1.8%,-8%,-13%,-2.5%,-10,717,13%,2%
C/C(CC(=O)NC12CC3CC(CC(C3)C1)C2)=N\NC(=O)c1ccc(F)cc1,3%,/,/,-8%,-3%,/,5,818,/,1%
COc1ccc(S(=O)(=O)N2c3ccccc3NC(=O)CC2C)cc1 (stereo unspecified),-2%,/,/,-10%,-2%,/,-1,858,/,14%
CCN(CC)CC(=O)Nc1cccc(S(=O)(=O)N2CCCC2)c1,10%,10%,/,-8%,5%,/,2,660,20%,-2%
COc1ccc(OCC(=O)Nc2c(C(=O)N3CCC(N4CCCCC4)CC3)oc3ccccc23)cc1,5%,/,/,-10%,7%,/,-1,633,/,1%
O=C(Nn1c(-c2ccccc2)nc2ccccc2c1=O)C1CCC1,-6%,4%,4.6%,1%,-4%,-5.0%,3,741,8%,-1%
Cc1cc(N2CCCCC2)nc(N)n1,7%,8%,-0.9%,-2%,1%,-4.3%,30,679,0%,3%
COc1ccc(CCCC(=O)Nc2cc(C)ccc2OC)cc1,14%,/,/,-8%,-2%,/,5,854,/,2%
CC(=O)N1CCCc2cc(S(=O)(=O)N3CCc4ccccc4C3)ccc21,13%,-9%,0.0%,0%,-1%,-3.4%,-31,670,-1%,3%
Cc1ccc(/C=C2\CCC(C3CCCC3)C2=O)cc1 (stereo unspecified),-56%,10%,-4.6%,2%,34%,-2.7%,-2,660,6%,-3%
CCOc1cc(/C=N/NC(=O)c2ccc(CSc3nncn3C)cc2)ccc1OCC(=O)N1CCOCC1,7%,40%,1.2%,8%,?,-4.5%,9,677,7%,2%
Cc1ccccc1OCC(=O)Nc1ccc(N2CCN(C)CC2)c(Cl)c1,-2%,/,/,-17%,-1%,/,-24,817,/,-4%
[O-]/C(=C(\C(=S)NCc1ccco1)[n+]1ccccc1)c1ccccc1Br,18%,12%,-1.0%,3%,48%,3.2%,/,/,5%,-8%
COCCNC(=O)/C(C#N)=C/c1ccc(OCc2ccc(F)cc2)cc1,-7%,-3%,-2.4%,2%,16%,-11%,-16,761,4%,-2%
CCCCCCCCCCCC(=O)NC(C(=O)O)C(O)c1ccccc1 (stereo unspecified),-18%,11%,-2.3%,-8%,9%,-15%,0,695,4%,1%

# Complete entries as entered above. Order of screens: HEK293 NOD2/NF-kB | M17LAP inhibition | ER stress rescue | LYP inhibition | AID2073 | XIAP displacement | Hep lipid drop | Hep lipid drop cells 6.5 µM | P. falciparum M1AAP | Siah-1 displacement
# Results for `COCCNC(=O)/C(C#N)=C/c1ccc(OCc2ccc(F)cc2)cc1` = -7% | -3% | -2.4% | 2% | 16% | -11% | -16 | 761 | 4% | -2%
# Results for `C/C(CC(=O)NC12CC3CC(CC(C3)C1)C2)=N\NC(=O)c1ccc(F)cc1` = 3% | / | / | -8% | -3% | / | 5 | 818 | / | 1%
# Results for `Cc1cc(N2CCCCC2)nc(N)n1` = 7% | 8% | -0.9% | -2% | 1% | -4.3% | 30 | 679 | 0% | 3%
# Results for `COc1ccc(CCCC(=O)Nc2cc(C)ccc2OC)cc1` = 14% | / | / | -8% | -2% | / | 5 | 854 | / | 2%
# Results for `O=C1CC(Sc2ccc(Cl)cc2)C(=O)N1c1ccc2c(c1)OCCO2` (stereo unspecified) = -7% | 0% | / | -10% | -2% | / | 2 | 709 | -2% | -7%

# (further entries)
SMILES,HEK293 NOD2/NF-kB,M17LAP inhibition,ER stress rescue,LYP inhibition,AID2073,XIAP displacement,Hep lipid drop,Hep lipid drop cells 6.5 µM,P. falciparum M1AAP,Siah-1 displacement
Cn1cnnc1SCc1ccc(C(=O)N=Nc2c(O)n(Cc3ccc(Cl)cc3)c3ccccc23)cc1,16%,3%,0.8%,3%,56%,-1.2%,-23,685,4%,-1%
CCN(CC)CCNC(=O)c1ccc2c(=O)n(CCc3ccccc3)c(=O)[nH]c2c1,0%,-10%,-0.3%,-6%,-8%,-2.3%,/,/,9%,-5%
CCn1ccc(C(=O)Nc2ccsc2C(=O)OC)n1,14%,/,/,-5%,13%,/,-7,808,/,-2%
CC(=O)N1c2ccc(S(=O)(=O)N3CCCC(C(=O)N4CCC(C)CC4)C3)cc2CC1C (stereo unspecified),26%,/,/,-10%,3%,/,-23,762,/,-7%
O=C(CCSc1nnc2scc(-c3ccccc3)n12)Nc1nc(-c2ccccc2)ns1,-33%,-14%,0.5%,1%,18%,-5.4%,/,/,-5%,-1%
Cc1nnc(SCC2=C(C(=O)O)N3C(=O)C(NC(=O)Cn4nc(C)c(Cl)c4C)C3SC2)s1 (stereo unspecified),6%,15%,-6.2%,-2%,-4%,-13%,-3,724,7%,-6%
O=C(CCc1ccccc1)NCCSc1ccccc1,-53%,-4%,-0.9%,-7%,4%,-5.4%,27,675,-4%,14%
Cc1ccc(C(C(=O)NCC2CCCO2)N(C(=O)c2snc(C(N)=O)c2N)c2ccc(C(C)C)cc2)o1 (stereo unspecified),19%,/,/,-3%,2%,/,-44,814,/,8%
Cc1ccc(C)c(NC(=O)CN(C)C(=O)[C@@H](NC(N)=O)C(C)C)c1,16%,-5%,-2.3%,-10%,-6%,-10%,-4,694,0%,-2%
Cc1cccc(NC(=O)CSc2nc3[nH]ncc3c(=O)[nH]2)c1C,-1%,4.5µM*,-1.4%,-9%,2%,-7.5%,-11,596,1%,1%
CN(c1ccccc1)S(=O)(=O)c1cccc(NS(=O)(=O)c2ccc(/C=C/C(=O)O)cc2)c1,8%,37%,-0.5%,4%,8%,-5.4%,4,696,16%,-2%
Cc1ccc(NC(=O)CC(=O)NCCN2CCOCC2)cc1,9%,7%,-2.0%,4%,3%,-6.3%,29,730,1%,4%
CC(=O)N1c2c(cc(Br)cc2S(=O)(=O)N2CCOCC2)CC1C (stereo unspecified),8%,-9%,0.2%,52%*,2%,-6.4%,2,690,3%,-5%
CCOC(=O)N1CCN(C(=O)C2CCN(S(=O)(=O)c3ccc(Cl)cc3)CC2)CC1,23%,0%,-0.8%,-10%,-7%,-3.4%,-7,783,0%,2%
S=c1[nH]nc(-c2ccco2)n1/N=C/c1c(Cl)cccc1Cl,8%,15%,/,0%,-28%,/,13,683,21%,1%
O=C(CCC(=O)N1CCOc2ccccc21)Nc1ccccc1Br,2%,/,/,-2%,8%,/,-35,787,/,8%
Cc1cc(O)c(NC(=O)c2cccc([N+](=O)[O-])c2)cc1C,1%,8%,/,-3%,11%,/,-14,707,5%,10%
N#CC1(C#N)C(C(N)=O)C1c1ccccc1 (stereo unspecified),10%,-7%,-2.5%,-8%,1%,-13%,7,736,10%,-3%
CCC1Oc2ccc(C)cc2N(CC(=O)NCc2cccc(OC)c2)C1=O (stereo unspecified),-13%,-1%,-4.6%,-5%,7%,0.1%,/,/,2%,-1%
